GPR7 antagonist – blocks human GPR7 receptor signaling; P48145; GPR7-expressing cells, fluorescence antagonist assay; inhibition, % at 4.4 µM; hit rate 1.1% among 290,000; in the data active = inhibition above about 16%, passing the limit was not always enough;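 note: cells stimulated with the agonist NPW; 0% = agonist with vehicle and 100% = vehicle without agonist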
Target sequence (P48145 whole entry, looked up): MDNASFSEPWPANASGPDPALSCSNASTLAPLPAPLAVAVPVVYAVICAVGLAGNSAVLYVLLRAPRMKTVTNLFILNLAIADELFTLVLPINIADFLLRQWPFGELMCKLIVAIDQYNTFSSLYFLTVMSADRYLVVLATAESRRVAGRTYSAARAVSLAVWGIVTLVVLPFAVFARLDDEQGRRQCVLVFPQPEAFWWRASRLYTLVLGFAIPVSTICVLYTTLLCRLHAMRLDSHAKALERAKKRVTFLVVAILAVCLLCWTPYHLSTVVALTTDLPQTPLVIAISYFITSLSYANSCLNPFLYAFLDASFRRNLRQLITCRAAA
M1 PAM parental – counter-screen for M1 PAMs: effect in parental CHO-K1 cells; ATP EC20, Fluo-8 calcium fluorescence; 0% at ATP EC20, 100% at ATP max; activation, % at 3 µM; hit rate 0.02% among 360,000;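 active = activation above the run cutoff, the mean activation of all test compounds plus 3 SD, cut at about 40% in these data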;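 note: peak over basal fluorescence ratio in a 140 s read after ATP addition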
TAAR1 antag – human TAAR1 antagonism; AID 624466; hit rate 1.5% among 360,000; CHO RD-HGA16 TAAR1, Fluo-8 calcium fluorescence, antagonist; inhibition, % at 3 µM;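 active = inhibition above a per-plate cutoff, the mean inhibition of test compounds on that plate plus 3 SD, cut at about 49% in these data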;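 note: 0% = DMSO plus EC80 beta-PEA response and 100% = DMSO alone without agonist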
Target sequence (Q96RJ0 whole entry, looked up): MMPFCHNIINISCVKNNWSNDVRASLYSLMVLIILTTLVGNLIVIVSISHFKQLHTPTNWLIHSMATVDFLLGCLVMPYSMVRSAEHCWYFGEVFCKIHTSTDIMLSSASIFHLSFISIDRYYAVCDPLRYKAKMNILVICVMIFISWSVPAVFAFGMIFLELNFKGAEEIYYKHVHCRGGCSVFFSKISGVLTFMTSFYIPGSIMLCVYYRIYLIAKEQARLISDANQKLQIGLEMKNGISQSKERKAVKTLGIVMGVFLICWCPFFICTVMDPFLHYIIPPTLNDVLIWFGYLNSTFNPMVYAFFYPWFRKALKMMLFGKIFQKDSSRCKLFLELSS
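Material: CHO RD-HGA16 cells bearing hTAAR1; compound dosing: one-point dosing, 3 µM nominal final; schedule: dye loading 75 min at 37 °C, then 30 min room temperature; measured by: calcium fluorescence with Fluo-8; control set: vehicle and agonist controls; replication: n of 1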
V1aR counter – V1a receptor agonism, counter-screen for OXTR agonists | P37288 | CHO-V1R cells, Fluo-8 calcium fluorescence, agonist mode; 0% DMSO, 100% 3 nM vasopressin | activation, % at 3 µM | hit rate 0.25% among 320,000;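 active = activation above the mean activation of all tested compounds plus 3 SD, per screening run, cut at about 20% in these data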;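 note: signal is peak over basal fluorescence ratio across a 100 second FLIPR read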
CHO parental Ca – counter-screen: ATP calcium response change in parental CHO cells; parental CHO-K1, ATP-induced calcium, Fluo-8 fluorescence; inhibition, % at 5.6 µM; hit rate 0.63% among 330,000; AID 463079;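 active = inhibition above that plate's mean sample inhibition plus 3 SD, cut at about 26% in these data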;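 note: 0% = ATP-challenged DMSO wells and 100% = DMSO wells without ATP; some compounds past the cut are filed as inactive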
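Measured by: calcium-sensitive Fluo-8 fluorescence / Test system: CHO parental line / Controls: ATP-challenged DMSO wells low, unchallenged DMSO wells high / Measure: % inhibition / Compound: single nominal dose of 5.6 µM per compound / Replicates: single well per compound, no replicates / Reagent: ATP as calcium-mobilizing challenge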
OXTR agonist – activates the human oxytocin receptor; CHO-OTR cells, Fluo-8 calcium fluorescence; normalized: DMSO 0%, oxytocin 100%; activation, % at 3 µM; hit rate 0.32% among 320,000; P30559; AID 2435;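 active = activation above the mean of all tested compounds plus 3 SD, cutoff set per screening run, cut at about 20% in these data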;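 note: peak over basal fluorescence ratio from a 100 s FLIPR kinetic read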
Target sequence (P30559 whole entry, looked up): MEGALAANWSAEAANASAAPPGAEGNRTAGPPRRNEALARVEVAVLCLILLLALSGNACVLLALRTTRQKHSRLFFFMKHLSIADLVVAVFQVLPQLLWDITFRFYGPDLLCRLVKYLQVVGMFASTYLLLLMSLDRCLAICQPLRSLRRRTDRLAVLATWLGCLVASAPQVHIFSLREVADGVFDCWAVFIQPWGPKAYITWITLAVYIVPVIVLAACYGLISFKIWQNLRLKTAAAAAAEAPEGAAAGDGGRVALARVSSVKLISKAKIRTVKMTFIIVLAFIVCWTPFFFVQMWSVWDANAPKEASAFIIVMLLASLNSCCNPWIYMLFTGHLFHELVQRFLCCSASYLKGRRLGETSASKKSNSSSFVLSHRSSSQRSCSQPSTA
CHO-K1 Ca ag – counter-screen for M1 agonists: effect in parental CHO-K1 cells; AID 602248; hit rate 0.48% among 360,000; Fluo-8 calcium fluorescence; scaled to maximal ATP response, vehicle zero; activation, % at 3 µM; in the data active = activation above about 15%;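 note: untransfected CHO-K1 host cells lacking M1 receptor as counterscreen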
OXTR potentiator – human OXTR potentiation; P30559; CHO-OTR cells, Fluo-8 calcium fluorescence, potentiator mode; 0% = oxytocin EC15, 100% = EC100; hit rate 0.061% among 320,000; activation, % at 3 µM; AID 2445;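 active = activation above that plate's cutoff, the mean activation of tested compounds plus 3 SD, cut at about 6.6% in these data, passing the limit was not always enough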;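 note: 100% uses oxytocin at 75 nM as the full agonist control; some results filed as inactive read as strong as hits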
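Material: CHO-OTR cells, human receptor; compound dosing: single dose, 3.0 µM nominal final compound concentration; schedule: 6 min compound pre-incubation at room temperature, 100 s kinetic read; measured by: kinetic Fluo-8 calcium fluorescence; read-out basis: % activation vs EC15 and EC100 oxytocin; controls: EC15 oxytocin alone as 0%, 75 nM oxytocin as 100%; replicates: singlicate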
CHO-K1 Ca antag – nonselective inhibitor or artifact in parental CHO-K1 cells; inhibition, % at 3 µM; hit rate 0.6% among 360,000; ATP-induced calcium, Fluo-8 fluorescence;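 active = inhibition above a per-plate cutoff, the plate's mean sample inhibition plus 3 SD, cut at about 24% in these data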;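 note: 0% = DMSO plus EC80 ATP and 100% = DMSO alone without ATP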
The depositor's hits bear a star; / = not tested or not shown.

SMILES	GPR7 antagonist	M1 PAM parental	TAAR1 antag	V1aR counter	CHO parental Ca	OXTR agonist	CHO-K1 Ca ag	OXTR potentiator	CHO-K1 Ca antag
COc1ccc(N2CCN(C(=O)c3cccc4nc(C)oc34)CC2)cc1	-7	16	-19	0.2	-8	0.5	12	-1	-4
COc1ccc(C(=O)N2CCN(S(=O)(=O)c3cc(Cl)ccc3OC)CC2)cc1	6	5	16	-0.1	-8	0.3	0.1	-14	2
CCOC(=O)C1=CNS(=O)(=O)NC1c1ccc(C[C@H](NC(=O)CNC(=O)CCc2ccccc2)C(N)=O)cc1 (stereo partly specified)	/	10	-26	/	-1	/	-0.1	/	-11
COc1ccc(-n2c(=O)cc(N3CCN(c4ccccc4F)CC3)[nH]c2=O)cc1	-6	13	10	-0.3	3	-0.2	0.3	-4	-4
C=CCN1C(=O)C2C3CC(=O)C(c4ccccc43)C2C1=O (stereo unspecified)	3	17	-14	0.4	-10	0.4	0.7	1	-15
CC1CN(C2CCN(C(=O)COc3ccccc3)CC2)CC(C)O1 (stereo unspecified)	-16	5	-9	-1.1	-12	0.7	0.1	-7	-8
COc1ccc(CNC(=O)C(C)Cc2ccccc2)cc1O (stereo unspecified)	-1	-18	-7	0.7	3	0.8	0.1	-4	13
COc1ccc2nc(NC(=O)c3ccc(F)cc3)sc2c1	-15	5	3	0.0	-19	-2.5	0.6	-6	-2
CC(C)(C)OC(=O)NC(=NCCCc1cn(CC(=O)N2CCN(C(=O)OC(C)(C)C)CC2)nn1)NC(=O)OC(C)(C)C	3	2	3	-0.6	-26	-1.6	0.4	-1	-16
CN1C(=O)CC(c2ccccc2)CC1=O	/	11	-4	1.3	-7	0.6	1.3	-2	-10
CCOC(=O)c1c(C)[nH]c(C(=O)OCC(=O)NCCc2ccc(OCC)c(OCC)c2)c1C	/	-14	-18	-0.2	-30	-1.8	0.1	9	0
Cc1cc(C)c(NC(=O)c2ccc3c(c2)NC(=O)C(C)S3)c(C)c1 (stereo unspecified)	/	-2	-16	2.6	-18	1.6	2.5	-6	-1
Cc1ccc2nc(N3CCN(Cc4ccc(F)cc4)C3=O)c(C)cc2c1	-4	21	15	-1.2	-30	-2.2	2.0	-16	-15
COc1ccc(C2=NOC(C(=O)Nc3cc(C)on3)C2)cc1OC (stereo unspecified)	-9	-21	-4	0.2	-5	0.1	-0.3	1	18
COc1cc(OC)cc(C(=O)NC(C)c2ccc(Br)cc2)c1 (stereo unspecified)	1	20	5	0.3	-22	-0.9	1.1	-1	-9
CCOC(=O)C(Sc1nn(C)c(=S)s1)C(C)=O (stereo unspecified)	-4	-5	-19	-0.8	-7	1.1	1.2	-2	-6
CCOc1ccc(N(CC(=O)N/N=C(\C)c2cccc(NC(C)=O)c2)S(=O)(=O)c2ccccc2)cc1	-8	1	6	-0.2	-24	-2.4	-0.9	-13	-15
Cc1nnn(C23C[C@@H]4C[C@@H](CC(C(=O)N5CCN(c6ccccc6)CC5)(C4)C2)C3)n1	7	12	3	-0.4	-6	-0.8	1.6	2	-8
Brc1ccc(/C=N/c2nc3ccccc3n2CCN2CCOCC2)cc1	-7	14	-22	0.7	-4	0.6	0.2	2	-6
CC1(C)CC(=O)C(C=NCC(O)c2ccccc2)=C(O)C1 (stereo unspecified)	-18	15	-5	0.4	-3	-0.1	0.5	-2	-6

Overlap with the part before: five entries; new compounds follow.
SMILES	GPR7 antagonist	M1 PAM parental	TAAR1 antag	V1aR counter	CHO parental Ca	OXTR agonist	CHO-K1 Ca ag	OXTR potentiator	CHO-K1 Ca antag
CCOC(=O)C(Sc1nn(C)c(=S)s1)C(C)=O (stereo unspecified)	-4	-5	-19	-0.8	-7	1.1	1.2	-2	-6
CCOc1ccc(N(CC(=O)N/N=C(\C)c2cccc(NC(C)=O)c2)S(=O)(=O)c2ccccc2)cc1	-8	1	6	-0.2	-24	-2.4	-0.9	-13	-15
Cc1nnn(C23C[C@@H]4C[C@@H](CC(C(=O)N5CCN(c6ccccc6)CC5)(C4)C2)C3)n1	7	12	3	-0.4	-6	-0.8	1.6	2	-8
Brc1ccc(/C=N/c2nc3ccccc3n2CCN2CCOCC2)cc1	-7	14	-22	0.7	-4	0.6	0.2	2	-6
CC1(C)CC(=O)C(C=NCC(O)c2ccccc2)=C(O)C1 (stereo unspecified)	-18	15	-5	0.4	-3	-0.1	0.5	-2	-6
CCOC(=O)N1CCN(CCC(=O)Nc2cc(OC)cc(OC)c2)CC1	-8	-4	8	0.5	-5	0.6	-0.3	-1	4
COc1ccccc1CNC(=O)c1cc(S(=O)(=O)N2CCCC2)cn1C	-2	12	-24	1.2	-3	0.0	4.8	-2	4
O=C(NCc1cccnc1)C1CCCN(S(=O)(=O)c2ccc(Cl)cc2)C1 (stereo unspecified)	12	-2	-4	1.2	-11	1.2	0.3	3	-5
CN(CC(=O)Nc1ccncc1)S(=O)(=O)c1ccc(Br)cc1	-2	1	5	4.0	-7	4.8	6.3	-6	-1
COc1cnc(-c2cccc(C(F)(F)F)c2)c(NC(=O)c2cc3ccccc3s2)n1	/	9	27	/	/	/	0.4	/	-1
O=C(Nc1cccnc1)C1(c2ccccc2)CCCC1	0	5	-16	0.0	6	-1.5	0.4	-3	5
CCOc1ccccc1C1C2CCCCC2(O)CCN1C(=O)c1cccs1 (stereo unspecified)	4	24	8	-0.8	-22	-1.1	1.1	-7	-15
Cc1cc(Nc2c(C#N)c(N)nn2C)ccc1F	-5	26	-10	0.9	-8	1.8	0.3	-8	-4
CCCCNC(=S)N(C)/N=C/c1ccc(F)cc1	-1	-3	15	-0.7	-38	-1.6	-0.7	-3	-4
C=CCSc1nnc(-c2cccc3ccccc23)o1	/	-12	0	0.7	-13	0.9	0.3	-8	13
CC(=O)Nc1ccc(S(=O)(=O)NNC2=NS(=O)(=O)c3ccccc32)cc1	1	16	-12	0.5	-8	0.8	0.1	-3	-2
O=C(OCCN1CCOCC1)c1ccc(Cl)cc1Cl	-13	1	-23	0.2	-3	0.3	0.7	5	-16
COc1cccc(OC)c1NC(=O)CN(C)S(=O)(=O)c1ccc2c(c1)OCCO2	1	9	-20	-0.1	-11	-0.5	1.3	8	-13
COc1cccc2c1OCC(C(=O)NCc1ccc(Cl)cc1Cl)=C2	19	-3	14	-0.5	-17	-1.2	0.4	1	-3
Cc1onc(-c2c(F)cccc2Cl)c1C(=O)Nc1cccc(S(=O)(=O)N2CCOCC2)c1	/	10	50*	2.4	-11	3.1	2.5	-2	-2
COC(=O)c1ccccc1NC(=O)CSc1n[nH]c(-c2cccnc2)n1	0	0	-13	1.6	-13	-0.2	0.7	-9	-2
O=C(O)c1ccc(N=C2SCC(=O)N2Cc2ccccc2)cc1	16	-2	-4	0.5	-1	1.4	-0.2	2	-3
Clc1cccc(Cc2c(-c3ccccc3)nc3ccc(Cl)cn23)c1	/	-9	-2	/	/	/	-0.3	/	-5
CC(=O)NCC(=O)OC(C)C(=O)Nc1ccc(C(C)=O)cc1 (stereo unspecified)	-4	-15	-2	0.3	2	0.5	0.0	-11	-3
CCn1c(C)nc2cc(-c3nnc(-c4c(-c5ccccc5)noc4C)o3)ccc21	-15	8	10	10	37*	14	5.5	-10	1
O=c1c(-c2ccc(O)cc2)coc2c(C3O[C@H](CO)[C@@H](O)[C@H](O)[C@H]3O)c(O)ccc12 (stereo partly specified)	-9	-7	-6	0.6	1	0.5	0.2	-8	-8
Cc1ccccc1COc1ccc(-c2nn[nH]n2)cc1	-10	8	6	1.6	13	2.5	0.7	3	-2
O=C(c1cc2ccccc2c(=O)o1)N1CCCC1	-11	/	-7	1.5	-12	0.7	/	-13	/
O=c1[nH]c(CN2CCN(c3ncccn3)CC2)nc2c(Br)cc(Br)cc12	-11	21	-7	-1.2	-13	2.3	2.6	-7	-17
CC1CCCCN1C(=O)COC(=O)C1CCN(S(=O)(=O)c2c(Cl)cccc2Cl)CC1 (stereo unspecified)	-16	15	-6	7.1	-13	6.6	6.5	-10	-11
COc1ccc(NC(=O)C(c2ccc(C)cc2)N(C)C(=O)CNC(C)=O)cc1 (stereo unspecified)	-13	-3	-15	-0.1	4	1.3	0.6	4	-16
Oc1cccc(-c2nnc(-c3cccc(O)c3)nn2)c1	/	-1	31	/	/	/	0.3	/	-8
COc1ccccc1Nc1nc(N2CCCC2)nc(N2CCOCC2)n1	/	17	7	-0.5	5	-2.0	1.1	-6	-14
CCN(CC)CCCC(C)Nc1nccc2c(Cl)cccc12 (stereo unspecified)	/	1	-5	/	/	/	0.6	/	-16
COCCN(C(=O)CSc1nnc(-c2cccc(F)c2)n1N)c1c(N)n(CC(C)C)c(=O)[nH]c1=O	-21	-1	-8	6.3	-2	0.4	0.7	0	1
O=C(CN1C(=O)COCC1=O)N1CCOCC1	-14	-9	-4	-0.2	-7	0.7	-0.1	-2	21
COc1ccccc1C(=O)Nc1ccc(N2CCN(C(C)=O)CC2)cc1	-9	-14	-11	-0.5	-5	-0.1	0.0	-3	14
Cc1ccc(NC(=O)c2ccc(OCC3CCCO3)cc2)nc1 (stereo unspecified)	/	2	4	0.3	-7	-0.8	0.8	-3	-10
COC(=O)CSC1=C(C#N)C(c2ccc3c(c2)OCO3)C2=C(CCCC2=O)N1 (stereo unspecified)	19	10	/	-0.1	-7	-0.5	-0.1	-4	-2
CC(=O)c1c(C)oc2ccc(NS(=O)(=O)c3ccc(O)c(C(=O)O)c3)cc12	-10	6	-3	-0.2	11	-0.9	-0.7	-11	-4
O=C(CSc1nnc(-c2ccncc2)o1)Oc1ccccc1	-6	-4	-4	-0.3	-5	0.2	-0.1	-11	2
CC(C)(O)C#Cc1ccc(C(=O)NCc2ccccc2F)cc1	1	34	-19	0.6	-15	0.1	1.6	-5	-10
CC1CCN(CC(O)COc2cccc(F)c2)CC1 (stereo unspecified)	1	8	8	0.1	3	0.9	0.1	-4	-7
Cc1cccc(NC(=O)Cn2c(=O)n(CC3CCCO3)c(=O)c3ccccc32)c1 (stereo unspecified)	1	-9	-1	0.8	-24	0.4	0.5	-8	-11
C[N+]1(CC(O)COCC2COc3ccccc3O2)CCOCC1 (stereo unspecified)	-9	5	-20	-0.3	9	0.5	-0.2	-2	-9
O=C(Cn1cccc1C(=O)c1ccccc1)NCc1cccc(Cl)c1	-9	21	-3	-1.5	-19	-2.2	-0.5	-6	-19
Cc1ccccc1Oc1nnc(-c2cccs2)c2ccccc12	-2	-3	10	/	/	/	-0.3	/	9
Cc1cc(CNC(=O)c2cccc(OC3CCN(S(=O)(=O)N(C)C)CC3)c2)on1	-8	-5	-16	5.4	-14	3.8	8.0	-13	1
S=C(NC1CCCC1)N1CCN(c2ccc(Cl)cc2)CC1	-1	13	14	5.4	-7	1.6	5.3	-9	2
